Statin myotox sup: suppressors of statin myotoxicity in C2C12 myotubes, primary screen, cell-based, single point, plate reader; C2C12 myotubes + simvastatin, ATP luminescence, 48 h; scaled: DMSO 0, geranylgeraniol control 100; rescue of ATP level, % at 7.49 µM; 330,000 tested, 0.78% active;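 active means mean ATP rescue above about 67%, or every replicate alone reaching that limit, limit read from the data, passing the limit was not always enough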;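 further: myotubes were challenged with 10 µM simvastatin during compound exposure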
esBAF inh: Bmi1 luciferase reporter increase in mESCs, primary screen, esBAF inhibitor project, mouse ES cells, Bmi1 luciferase knock-in, single point; 24 h; 100% = twice the neutral-well signal; reporter increase, % at 12.5 µM; 350,000 tested, 2% active; in the data active means activation above about 40%;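 further: 0% = median of the plate's neutral control wells and 100% = double that signal; a rise in the Bmi1 reporter signal indicates esBAF inhibition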
Active calls of the source: *. A portion of the library. The share of hits here may be higher or lower than overall.

SMILES	Statin myotox sup	esBAF inh
COc1ccc(OCC(=O)Nc2ccc(S(=O)(=O)N3CCCCCC3)cc2)cc1	-3	-2
CCOC(=O)c1cc(NC(=O)NCc2ccco2)c(C)nc1C	83*	-9
Cc1ccc(C)c(C(=O)CSc2nnnn2C(C)C)c1	0	51*
O=C(Cn1cnc2ccccc2c1=O)NC1CCCc2ccccc21 (centres undefined)	5	-11
Cc1ccc2[nH]c(=O)c(C(c3nnnn3C(C)(C)C)N3CCN(C(=O)c4ccco4)CC3)cc2c1 (centres undefined)	10	1
COc1cccc(N(CC(=O)Nc2ccccc2C)S(C)(=O)=O)c1	-1	7
Cc1nn(CC(=O)NCC2CCCO2)c(=O)c2ccccc12 (centres undefined)	2	0
O=C1C2ON(c3ccccc3)C(c3cccnc3)C2C(=O)N1Cc1ccccc1 (centres undefined)	-5	-1
COC(=O)CN1C(=O)Nc2ccc(Br)cc2C1c1ccccc1Cl (centres undefined)	9	-1
Cc1scc(C(=O)N/N=C/c2ccc(OCC(C)C)cc2)c1C	-46	25
CC1CN(C(=O)c2ccc3c(c2)OCO3)OC(c2ccccc2)O1 (centres undefined)	20	0
Nc1ncnc2c1ncn2CCN1CCOCC1	6	-9
O=C(Nc1cc(C(F)(F)F)ccc1N1CCOCC1)c1ccccc1F	-6	-5
Cc1cccc(C)c1NC(=S)NNc1ncc(C(F)(F)F)cc1Cl	14	0
O=C(O)C1C2C=CC3(O2)C1C(=O)N1c2ccccc2COC13 (centres undefined)	-23	-4
CCCCCOC(=O)C(C)c1c(C)[nH]c(=S)[nH]c1=O (centres undefined)	3	3
Cc1c(C(=O)N2CCCCCC2)oc2ccccc12	14	7
CCOc1cccc(C(=O)Nc2cccc(-c3nnc(-c4ccc(C)cc4)o3)c2)c1	-161	-3
O=C(COc1ccc(Cl)cc1)OCC(=O)N1CCCC1	0	8
CCCCC1=CC2=CC(=O)C(C)(OC(=O)CC)C(=O)C2=CN1CCOC (centres undefined)	12	4
COc1ccc(CCN2C(=O)C3CC(C)=C(C)CC3C2=O)cc1OC (centres undefined)	-5	3
Cc1nc2ccccc2c(=O)n1/N=C/c1ccccc1	5	9
Cc1ccc(-c2c(C(=O)N/N=C/c3cccs3)nnn2-c2nonc2N)cc1	1	-2
COc1ccc(N/C=C2/CCCCC2=O)cc1	-20	-9
CCC1CCCCN1CCCNC(=O)C1CCN(Cc2nc(-c3ccc(Cl)cc3)oc2C)CC1 (centres undefined)	-35	1
O=C(CCC(=O)N1CCN(C2CCCCC2)CC1)Nc1nnc(C(F)(F)F)s1	-4	0
CC1Cc2ccccc2N1C(=O)COC(=O)CNC(=O)c1ccc(Br)o1 (centres undefined)	-2	-4
COc1cc(NC(=O)NCCN2CCN(c3ccc(Cl)cc3)CC2)ccc1C	-22	-8
COC(=O)c1ccccc1NC(=O)CSc1nnc(-c2ccncc2)o1	-6	-1
CCn1c(SCc2nc3ccccc3nc2C)nnc1-c1cccs1	4	-5
CCc1nnc(NC(=O)CSc2nnc(COc3ccccc3)n2Cc2ccccc2)s1	-1	-4
COc1cc(C(C)=O)ccc1OC(=O)C(C)N1C(=O)c2ccccc2C1=O (centres undefined)	-1	-10
Cc1ccccc1S(=O)(=O)Cc1ccc(C(=O)NCCN2CCCCC2C)o1 (centres undefined)	-11	13
Nn1c(SCC(=O)NC2CCCC2)nnc1-c1ccccc1F	1	0
COc1ccc(Cc2nnc(-c3cccc(C)c3)o2)cc1OC	21	16
CCOc1cccc(N2C(=O)CC(NCc3ccc(S(N)(=O)=O)cc3)C2=O)c1 (centres undefined)	78*	-7
O=C(c1ccccc1)[C@H]1CC=CC[C@H]1C(=O)O	-3	-9
COC(=O)c1cccc(S(=O)(=O)N2CCCCC2)c1	-30	5
CN(C)c1ccc(NC(=O)COC(=O)CCC(=O)c2ccc(F)cc2)cc1	9	-7
CCN(C(=O)COC(=O)c1c(-c2ccccc2)noc1C)C1CCS(=O)(=O)C1 (centres undefined)	-6	-2
O=C(Nc1ccccn1)c1cc2ccccc2o1	-9	-67
O=C(CCC(=O)OC(C(=O)c1ccccc1)c1ccccc1)Nc1ccccc1 (centres undefined)	-10	-1
Cc1ccccc1C(=O)Nc1ccc2c(c1)OCO2	-2	37
COc1ccccc1C(=O)N1CCN(C(=O)COc2cccc(C)c2)CC1	4	2
COc1ccc(-c2nnc(SC(C)C(=O)Nc3c(C)n(C)n(-c4ccccc4)c3=O)o2)cc1 (centres undefined)	-1	-12
O=C1Nc2cc3c(cc2Sc2ccccc21)OCCO3	20	4
Cc1cc(N2CC(C(=O)O)CC2=O)ccc1Br (centres undefined)	76*	3
CCC1CCCCN1C(=O)Cn1c(=O)oc2ccccc21 (centres undefined)	24	0
Cc1cccc(OCC(=O)N2CCN(C(=O)CCC3CCCC3)CC2)c1	-3	3
Cc1ccc(N2C(=O)CC(n3nc(C)cc3C)C2=O)cc1 (centres undefined)	-6	-7
Cc1cc(OCC(=O)NCCN2CCOCC2)ccc1Br	-8	-1
CN(C)c1ccc(NC(=O)c2cccc(N3C(=O)C4C5C=CC(C5)C4C3=O)c2)cc1 (centres undefined)	33	8
CN1CCN(C(=O)CSc2nc(-c3ccncc3)ccc2C#N)CC1	2	-3
CN(C)C(CNS(=O)(=O)c1ccc(Br)cc1)c1cccnc1 (centres undefined)	0	1
CCOc1ccc(C(=O)NCC(=O)OC(C)C(=O)NCc2ccco2)cc1OCC (centres undefined)	4	-7
CC(C)(C)OC(=O)n1cccc1/C=C1\c2ccccc2C(=O)N1c1ccccc1	1	11
O=c1c2ccccc2oc2c1ccc1ccccc12	6	72*
CCC(C(=O)NC1CCCC1)N(C(=O)Cn1nnc(-c2ccc(C)o2)n1)c1cnc2ccccc2c1 (centres undefined)	-29	6
O=C(O)C1C2C=CC(O2)C1C(=O)Nc1ccc(S(=O)(=O)N2CCc3ccccc32)cc1 (centres undefined)	3	-3
Cc1ccccc1-c1nc(CN2CCC(C(=O)NCc3ccco3)CC2)c(C)o1	-11	-1

Ordered by molar mass (low to high): part of the list above
SMILES	Statin myotox sup	esBAF inh
Cc1ccc(N2C(=O)CC(n3nc(C)cc3C)C2=O)cc1 (centres undefined)	-6	-7
Cc1cc(N2CC(C(=O)O)CC2=O)ccc1Br (centres undefined)	76*	3
CN1CCN(C(=O)CSc2nc(-c3ccncc3)ccc2C#N)CC1	2	-3
Cc1cc(OCC(=O)NCCN2CCOCC2)ccc1Br	-8	-1
CN(C)c1ccc(NC(=O)c2cccc(N3C(=O)C4C5C=CC(C5)C4C3=O)c2)cc1 (centres undefined)	33	8

Laid out differently: 2 of the compounds above
Every second line gives: Statin myotox sup | esBAF inh
> CCC1CCCCN1C(=O)Cn1c(=O)oc2ccccc21 (centres undefined)
 : 24 | 0
> CN1CCN(C(=O)CSc2nc(-c3ccncc3)ccc2C#N)CC1
 : 2 | -3

Next section
SMILES	Statin myotox sup	esBAF inh
CCCNc1c(NS(=O)(=O)c2ccc3c(c2)CCCC3)c(=O)oc2ccccc12	5	-6
CCOc1ccccc1/C=N/NC(=O)c1ccc(Cn2cc([N+](=O)[O-])cn2)o1	-13	-7
O=C(N/N=C/c1ccncc1)c1cccs1	3	19
O=C(c1ccc(Cn2cc(Cl)cn2)o1)N1CCN(Cc2ccc3c(c2)OCO3)CC1	-1	5
CCOC(=O)c1cnc(NCc2ccccc2)nc1C	5	31
C(#CCN1CCOCC1)COCCCOC(c1ccccc1)c1ccccc1	36	-5
COC(=O)c1ccc(N2C(=O)CC(N3CCOCC3)C2=O)cc1 (centres undefined)	2	-6
COC(=O)c1ccccc1NC(=O)C1CCN(C(=O)c2ccc(OC)cc2)CC1	-15	-4
CC(C)N(C(=O)c1ccc(C(=O)Nc2ccc([N+](=O)[O-])cc2)cc1)C(C)C	4	0
Cc1onc(-c2ccccc2Cl)c1C(=O)OCN1C(=O)c2ccccc2C1=O	-7	-12
CC(=O)Nc1ccc2nc(N)sc2c1	-8	10
O=c1nc2scc(-c3ccccc3)n2c2ccccc12	2	-3
OC(CN1CCN(c2ccccc2)CC1)c1c[nH]c2ccccc12 (centres undefined)	15	-2
C=CCSC1=N/C(=C\c2ccsc2)C(=O)S1	16	1
CCOC(=O)C1=C(c2cccc(Oc3ccccc3)c2)NC(=S)NC1C (centres undefined)	-9	-3
O=C1CN(C(=O)c2ccco2)C(c2ccc(F)cc2)c2cc(Cl)ccc2N1 (centres undefined)	0	-5
COC(=O)c1sc2ccccc2c1C(=O)OC	-19	-1
Cn1c(SCc2nc3ccccc3s2)nnc1-c1ccc2c(c1)OCO2	1	66*
Cc1nn(Cc2c(Cl)cccc2Cl)c(C)c1NC(=O)c1sc2ccccc2c1Cl	-6	-5
COc1ccccc1NC(=O)C1=C(C)NC(SCC(=O)c2ccccc2)=C(C#N)C1c1ccco1 (centres undefined)	-7	-10

Continued (two carried over from the part before).
SMILES	Statin myotox sup	esBAF inh
Cc1nn(Cc2c(Cl)cccc2Cl)c(C)c1NC(=O)c1sc2ccccc2c1Cl	-6	-5
COc1ccccc1NC(=O)C1=C(C)NC(SCC(=O)c2ccccc2)=C(C#N)C1c1ccco1 (centres undefined)	-7	-10
CCN(CC(=O)N1CCN(C)CC1)S(=O)(=O)c1ccc(Cl)cc1	-23	-6
CCOc1cc(NC(=O)C2CC2)c(OCC)cc1NC(=O)c1ccccn1	121*	-6
COc1ccc(Cl)cc1NC(=O)c1ccccc1C	6	-3
COc1ccc(Oc2nc3c(c(=O)n(C)c(=O)n3C)n2Cc2cccc(OC)c2)cc1	-14	-11
CC(C)(O)c1ccccc1CC[C@@H](SCC1(CC(=O)O)CC1)c1cccc(/C=C/c2ccc3ccc(Cl)cc3n2)c1	3	5
Cc1cc(C)nc(SCC(=O)Nc2ncc3c(n2)CC(C)(C)CC3=O)n1	-14	10
CCN1C(=O)c2cccc3c(NC(=O)c4ccc(S(=O)(=O)N5CCOCC5)cc4)ccc1c23	4	1
Cc1c(C(=O)Nc2ccc(Oc3ccccc3)cc2)sc2nc3n(c(=O)c12)CCC3	-7	-10
COc1cc2cc(CN(CCN3CCCC3)C(=O)Nc3ccccc3Cl)c(=O)[nH]c2cc1OC	3	-5
COC(=O)C(C(=O)N1CCN(C)CC1)C1CCCCCC1 (centres undefined)	-20	-8
Cc1ccc2ncc([N+](=O)[O-])n2c1	4	-15
CCc1ccc(N2CC(C(=O)NCc3ccco3)CC2=O)cc1 (centres undefined)	-4	1
CCOC(=O)CC(=O)Nc1ccc(C(=O)OCC)cc1	18	14
CCc1nc(Nc2ccc(OC)c(OC)c2)c2nnn(Cc3ccccc3Cl)c2n1	28	1
COCCNc1oc(-c2ccc(C)cc2)nc1C#N	26	65*
Cc1ccccc1NC(=O)C1C2CCCC1C2c1ccccc1 (centres undefined)	14	-9
CC(C)CC1Nc2ccc(C(=O)NCc3ccc4c(c3)OCO4)cc2NC1=O (centres undefined)	22	-8
